# KOR beta-arrestin-1 = KOR antagonists, beta-arrestin recruitment, cell-based, luminescence, uHTS (AID 1778) | KOR beta-arrestin recruitment, luminescence, antagonist mode; higher % means a stronger effect | inhibition, % at 10 µM; hits with a dose series show IC50 in µM | hit rate 0.091% among 290,000; further: strong numbers were not always called active
# SV40 large T antigen = TAg ATPase/helicase activity blockers – biochemical (AID 1903); hit rate 0.39% among 310,000; inhibition, % at 20 µM; hits with a dose series show IC50 in µM; SV40 large T antigen ATPase/helicase inhibition assay; higher % means a stronger effect; in the data active means a potency from the dose series; further: strong numbers were not always called active
# Rac1 GTP hydrolysis = MgcRacGAP GTPase-activating activity inhibitors, confirmation, biochemical, ADP Hunter fluorescence. MgcRacGAP-stimulated Rac1 GTP hydrolysis, ADP Hunter fluorescence; higher % means a stronger effect; GST-tagged Rac1 F28L mutant substrate. one-dose inhibition, % at 30 µM; IC50 in µM for titrated hits. hit rate 0.6% among 340,000. AID 624330;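 active means first-screen hits whose inhibition reached a set limit at any dose in the follow-up dose series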;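 further: fluorescence reports GDP produced by GAP-driven GTP hydrolysis; strong numbers were not always called active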
# GPR55 antagonists = GPR55 antagonists blocking LPI-driven arrestin recruitment, primary screen, imaging, U2OS, beta-arrestin-GFP, LPI agonist (AID 2013). hit rate 0.13% among 290,000. U2OS GPR55 beta-arrestin-GFP translocation imaging, LPI antagonism; higher % means a stronger effect. inhibition, % at 10 µM, or IC50 in µM where a hit was titrated;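 active means spots per cell inhibited over 60%, with over 100 cells counted and total cytoplasm intensity under 500,000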;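 further: U2OS cells stably carrying GPR55 and arrestin-GFP stimulated by 5 µM LPI near EC80; imaged beta-arrestin-GFP aggregate spots per cell after agonist stimulation; plate controls were LPI-stimulated DMSO wells for no effect and DMSO wells without LPI for full effect; some results filed as inactive read as strong as hits; confirmed hits need IC50 under 10 µM and bright autofluorescent wells are also inconclusive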
# GPR55 activation = selective activators of receptor GPR55 – imaging, U2OS cells, beta-arrestin-GFP redistribution, primary screen (AID 1961) | U2OS GPR55 beta-arrestin-GFP redistribution imaging; higher % means a stronger effect | one-dose activation, % at 10 µM; EC50 in µM for titrated hits | hit rate 0.048% among 290,000;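 active means activation above 40% with more than 50 cells counted in the well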;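 further: U2OS osteosarcoma cells stably expressing GPR55 and beta-arrestin-GFP; plate controls were DMSO negative control for no effect and LPI positive control for full effect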
# KOR beta-arrestin-2 = KOR agonists, beta-arrestin recruitment, primary screen, cell-based, luminescence, uHTS (AID 1777); hit rate 0.02% among 280,000; KOR beta-arrestin recruitment, luminescence; higher % means a stronger effect; one-dose activation, % at 10 µM; EC50 in µM for titrated hits; in the data active means activation above about 50%, passing the limit was not always enough; further: a part of the inactive calls stands beside numbers as strong as those of hits
# HIV fusion peptide = inhibitors of HIV fusion peptide binding, primary screen, biochemical, uHTS, fluorescence dequenching (AID 1986); hit rate 0.3% among 290,000; inhibition, % at 20 µM; hits with a dose series show IC50 in µM; cell-free peptide binding, fluorescence dequenching, 30 min; higher % means a stronger effect; in the data active means inhibition mostly above about 52%, no sharp cut-off; inactive means mostly below about 76%; further: some results filed as inactive read as strong as hits
# NOD2 inhibition = NOD2 signaling inhibitors, cell-based, luminescence, uHTS, HEK293 (AID 1566); HEK293 NOD2/NF-kB luciferase reporter, luminescence; higher % means a stronger effect; hit rate 0.63% among 290,000; inhibition, % at 4 µM, or EC50 in µM where a hit was titrated; further: many of its hits are not listed in these tables
# NOD1 inhibition = inhibition of NOD1-driven NF-kB reporter – cell-based, luminescence, uHTS, primary screen (AID 1578); NOD1-driven NF-kB luciferase reporter cells, luminescence; higher % means a stronger effect; one-dose inhibition, % at 4 µM; EC50 in µM for titrated hits; hit rate 1% among 290,000; in the data active means inhibition mostly above about 36%, no sharp cut-off; inactive means mostly below about 34%;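 further: HEK-293T reporter cells stimulated with the NOD1 agonist gamma-tri-DAP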
# Active calls of the source: *; nt = not tested or not shown; & = joins results of further samples; [ ] = another dose, or the depositor's remark. Unless noted, no stated cut-off is given here; in the data, active means inhibition above about 50%; inactive means the rest. Some of the compounds tested; count on the stated rates, not on these rows.
KOR beta-arrestin-1 | SV40 large T antigen | Rac1 GTP hydrolysis | GPR55 antagonists | GPR55 activation | KOR beta-arrestin-2 | HIV fusion peptide | NOD2 inhibition | NOD1 inhibition | Compound
1% | 7% | 6% | -2% | 0.0% | -5.3% | -1.9% | 14% | -2% | CCn1cc(C(=O)N[C@@H](C)C(=O)NCCCO)c(=O)c2cc3c(cc21)OCO3
8% | -5% | 3% | -2% | -0.2% | -0.7% | -1.8% | -9% | 8% | COc1ccc(OC)c(N(CC(=O)NC2CC3CCC2C3)S(=O)(=O)c2ccccc2)c1 (stereo not drawn)
16% | 2% | 1% | 18% | -0.4% | -6.1% | 6.1% | 13% | -36% | CC(=O)Nc1c2c(nn1-c1ccc(C)cc1C)CSC2
-9% | -1% | 2% | 15% | 0.8% | 1.8% | 2.2% | 1% | -26% | Cc1cccc(N2CCN(c3nc(C)cc(C)c3C#N)CC2C)c1 (stereo not drawn)
-8% | 4% | 2% | -2% | -0.2% | -1.5% | -1.3% | 9% | -4% | COC(=O)c1sc2ccccc2c1NC(=O)c1cccs1
-17% | 5% | 4% | 15% | 0.1% | -2.8% | -3.5% | -24% | -42% | COc1ccc(C(=O)COC(=O)c2ccco2)cc1
-11% | 1% | 4% | 11% | 0.2% | 3.1% | 0.2% | -12% | -11% | CC(=O)Nc1ccc(NC(=O)C2CCN(S(=O)(=O)c3cccc4nonc34)CC2)cc1
15% | 4% | 3% | 5% | 0.8% | -2.8% | 1.4% | 10% | -10% | CCCC(=O)Nc1ccc2c(c1)C(=O)NC2=O
-42% | 7% | 3% | -2% | 2.6% | -2.5% | 2.3% | -26% | -11% | COc1ccc(C(=O)/C=C/Nc2ccc([N+](=O)[O-])cc2)cc1
-20% | -7% | 8% | -1% | -0.1% | -1.1% | -1.6% | 17% | 1% | CC(=O)N1c2c(cc(Br)cc2S(=O)(=O)N2CCN(c3ccccn3)CC2)CC1C (stereo not drawn)
-34% | -2% | 7% | 2% | 0.0% | -1.5% | 0.0% | 15% | -16% | O=C(CSc1nc2c(c(=O)n1-c1ccc(Br)cc1)SCC2)NCC1CCCO1 (stereo not drawn)
-50% | 26% | 2% | 2% | -0.1% | -4.9% | -2.0% | -1% | -13% | Cc1sc2c(c1C)CN(Cc1ccncc1)CN2C(=O)c1ccco1
18% | 29% | 20% | 6% | -0.1% | 15% | 39% | -9% | -5% | COc1ccc(S(=O)(=O)N2CN(Cc3ccco3)c3nc4ccccc4nc32)cc1
-6% | 9% | 3% | 2% | 1.3% | 2.2% | -0.2% | -1% | -27% | CCc1ncc(CN2CCC(C(=O)Nc3cccc(-c4cscn4)c3)CC2)cn1
19% | 10% | 12% | 8% | -0.1% | nt | -3.6% | 8% | -4% | CCCCn1cnc2c(c1=O)c1nc3ccccc3nc1n2Cc1ccc2c(c1)OCO2
-62% | -6% | 6% | -18% | 0.2% | 8.5% | -0.6% | 16% | -9% | Cc1noc(C)c1C(=O)N1CCCC(Nc2ccc(C(C)C)cc2)C1 (stereo not drawn)
15% | 18% | 8% | -3% | 0.0% | -2.8% | 6.0% | 12% | 3% | Cc1cc(C(=O)CSc2nnc(-c3ccco3)o2)c(C)n1Cc1ccco1
22%[20 µM] | nt | 10% | 0% | -0.1% | -4.0% | 9.9% | 15% | -15% | CC(Oc1ccc2ccc(=O)oc2c1)C(=O)NC(Cc1c[nH]c2ccc(O)cc12)C(=O)O (stereo not drawn)
-2% | 6% | -2% | 19% | -0.2% | -0.9% | -1.3% | 12% | -35% | CC(C)c1nnc(NC(=O)C2CCCO2)s1 (stereo not drawn)
-52% | 9% | 3% | -2% | -0.1% | 1.5% | 5.1% | 15% | 5% | Cc1ccc(-c2nc3cccnc3o2)cc1NC(=O)COc1ccc(C(C)(C)C)cc1
20% | -2% | -3% | 6% | -0.4% | -2.1% | 2.7% | -4% | -18% | CCCN1C2CCCC1CC(NC(=O)C1CCCCC1)C2 (stereo not drawn)
-86% | 8% | 0% | -15% | -0.1% | 7.8% | -1.8% | -5% | 16% | CSc1ccccc1NC(=O)c1ccccc1N(C)S(C)(=O)=O
3% | 1% | 12% | 7% | -0.2% | -5.5% | -0.1% | 24% | 1% | CCOc1ccc(C(CC(=O)O)NC(=O)c2sc3ccccc3c2Cl)cc1 (stereo not drawn)
42% | 8% | 7% | 9% | 0.4% | -2.7% | 18% | 14% | 0% | O=C(CNC(=O)c1cccc(F)c1)N/N=C/c1ccc([N+](=O)[O-])s1
-50% | 5% | 9% | -14% | -0.2% | 4.6% | -0.4% | 19% | 24% | Cc1cc(C(=O)NC2CCCc3c2cnn3-c2ccc(C(C)(C)C)cc2)n[nH]1 (stereo not drawn)
-1% | 12% | -2% | 12% | -0.1% | 0.6% | 3.5% | 24% | -8% | COc1cccc(CN2C(=O)c3cccc(N)c3C2=O)c1
7% | 6% | 6% | 19% | 0.0% | -2.2% | -0.5% | 29% | -6% | COc1ccccc1-c1cc(C(=O)Nc2c(F)cc(F)cc2Br)no1
-15% | 7% | 4% | 0% | -0.1% | 4.6% | -0.2% | 15% | -37% | COc1ccc(N(C(=O)Cn2nnc3ccccc32)C(C(=O)NC(C)(C)C)c2ccc(OC)c(O)c2)cc1 (stereo not drawn)
-25% | 27% | 5% | -3% | 0.2% | 2.8% | 28% | 17% | -16% | N#CC1=C(N)Oc2n[nH]c(-c3cccs3)c2C1c1ccoc1 (stereo not drawn)
0% | 3% | 4% | 2% | -0.1% | 2.4% | 1.0% | 16% | -51% | COc1cccc2cc(C(C)OC(=O)Nc3ccc(C)cc3)oc12 (stereo not drawn)
-30%[20 µM] | -3% | 8% | 14% | 0.2% | nt | 0.1% | 12% | -37% | COCCCNC(=S)NCCCNc1nc2cc(C)cc(C)c2cc1C#N
-18% | -6% | 4% | 9% | 0.8% | -4.0% | 3.3% | -1% | -27% | COc1ccc(C2=NOC(C(=O)Nc3ccc4c(c3)OCO4)C2)cc1OC (stereo not drawn)
9% | 9% | 4% | -28% | -0.1% | 0.9% | 2.7% | 12% | -16% | OC[C@H]1O[C@@H](n2cnc3c(NC4CCCC4)ncnc32)[C@H](O)[C@@H]1O
6% | -2% | -27% | -14% | 0.4% | -2.6% | -0.6% | 17% | 4% | COc1ccc(CNC(=O)Cn2c(=O)n(CC(=O)N3CCCCC3)c(=O)c3sccc32)cc1
4% | 3% | 10% | -13% | -0.1% | -2.7% | 1.4% | -61% | -51% | Fc1ccccc1CSc1nc2ncccc2[nH]1
-5% | 7% | 9% | 8% | -0.1% | -0.3% | -0.7% | 0% | -53% | Cc1ccc(C)c(OCc2cc(C(=O)N3CCOCC3)no2)c1
-22% | 6% | 7% | -4% | 0.0% | 4.1% | 0.8% | 10% | -34% | Cc1cc(=O)oc2c(C)c(OCC(=O)NCc3ccccn3)ccc12
-2% | 5% | 8% | 15% | -0.1% | 4.6% | -2.5% | 4% | -16% | CN(C)CCNc1nc2sc3c(c2c(=O)n1CCc1ccccc1)CCCCC3
-37% | 10% | 20% | -2% | 0.2% | 3.5% | 8.2% | 24% | 24% | COC(=O)c1c(NC(=S)Nc2cc(OC)c(Cl)cc2OC)sc2c1CCCCC2
-42% | 20% | 4%&6% | 9% | -0.2% | 3.1% | 0.3% | 10% | -13% | C[C@]12CCC(=O)C=C1CC[C@@H]1[C@@H]2[C@@H](O)C[C@@]2(C)[C@H]1CC[C@]2(O)C(=O)CO
9% | 3% | -2% | -9% | 0.6% | -4.7% | -1.1% | 5% | -29% | CCCc1ccccc1OCCNC(C)=O
0% | 8% | 4% | -1% | -0.1% | -0.3% | -3.1% | 3% | -13% | O=[N+]([O-])c1ccc(C2CCCC/C2=N/O)c([N+](=O)[O-])c1 (stereo not drawn)
0% | 6% | 3% | -1% | 1.3% | 0.2% | 0.5% | 2% | -5% | CC(CN1CCOCC1)OC(=O)c1ccccc1 (stereo not drawn)
17% | 8% | 2% | 4% | 0.2% | -1.2% | -2.0% | 11% | -9% | CC1(C)CC(=O)C(C2=NC(C)(C)Cc3ccccc32)=C(O)C1
-23% | -1% | 6% | -12% | -0.2% | 2.9% | -2.1% | 0% | 21% | Cc1ccc(-n2cc(CNCCN3CCOC3=O)c(-c3ccc(F)cc3)n2)cc1
-25% | 9% | 5% | -10% | -0.2% | 4.3% | -1.2% | -9% | -20% | Cn1c(=O)c(=O)n(C)c2cc(N3CCCC3)c(NS(=O)(=O)c3ccc(F)cc3)cc21
7% | 2% | 12% | 0% | -0.1% | -1.0% | -0.2% | -10% | -35% | N#CCCNCC1(c2ccccc2)CCCC1
-13%[20 µM] | nt | 8% | 4% | -0.1% | -12% | -0.2% | 9% | 22% | COc1cccc(CNc2nc3ccccc3n2C(C)C)c1O
nt | 10% | 6% | 11% | -0.1% | 3.5% | -2.3% | -2% | -10% | Nc1cc(N)nc(SCc2cc([N+](=O)[O-])cc3c2OCOC3)n1
18% | 6% | -1% | -8% | -0.2% | -2.7% | 0.2% | 6% | -19% | CCCCNC(=O)C1COc2ccccc2O1 (stereo not drawn)
11% | 8% | 7% | -3% | -0.5% | -6.6% | -0.8% | 12% | -15% | c1ccc(CNc2ncnc3c2cnn3Cc2ccccc2)cc1
0% | 1% | 5% | 3% | 0.5% | 4.9% | 0.2% | 20% | -3% | O=C(/C=C/c1ccc2c(c1)OCO2)N1CCN(c2ccc(Cl)cc2)CC1
-5% | 2% | 10% | 0% | -0.2% | -2.2% | 5.7% | 11% | -4% | Cc1noc(NS(=O)(=O)c2ccc(NC(=O)CCC3CCCCC3)cc2)c1C
-9% | 15% | -5% | 11% | 0.1% | -0.7% | -1.1% | 4% | -31% | CNC(=O)CS(=O)(=O)CC(=O)Nc1cc(OC(C)C)c(Cl)cc1Cl
18% | 1% | 9% | 2% | -0.1% | -1.6% | -1.3% | -18% | -111% | CSc1ccccc1NC(=O)c1cc(-c2cccs2)on1
1% | -4% | 5% | -2% | 0.2% | 4.1% | 0.8% | -6% | -13% | CCn1cnc2sc(C(=O)O)c(C)c2c1=O
-16% | 14% | 20% | 10% | -0.3% | 9.7% | 22% | -2% | -32% | Cc1[nH]n(-c2ccccc2)c(=O)c1C(c1ccc(C(=O)O)cc1)c1c(C)[nH]n(-c2ccccc2)c1=O
14% | 9% | -3% | -1% | 0.0% | -0.2% | 14% | 2% | 7% | COC(=O)C1=COC(OC2OC(CO)C(O)C(O)C2O)C2C1C=CC2(O)CO (stereo not drawn)

# Part of the list above in a different format:
structure,KOR beta-arrestin-1,SV40 large T antigen,Rac1 GTP hydrolysis,GPR55 antagonists,GPR55 activation,KOR beta-arrestin-2,HIV fusion peptide,NOD2 inhibition,NOD1 inhibition
Cc1ccc(-n2cc(CNCCN3CCOC3=O)c(-c3ccc(F)cc3)n2)cc1,-23%,-1%,6%,-12%,-0.2%,2.9%,-2.1%,0%,21%
Cc1[nH]n(-c2ccccc2)c(=O)c1C(c1ccc(C(=O)O)cc1)c1c(C)[nH]n(-c2ccccc2)c1=O,-16%,14%,20%,10%,-0.3%,9.7%,22%,-2%,-32%
COC(=O)C1=COC(OC2OC(CO)C(O)C(O)C2O)C2C1C=CC2(O)CO (stereo not drawn),14%,9%,-3%,-1%,0.0%,-0.2%,14%,2%,7%
